Bioassay records: PubChem, Broad Institute
Cneo AK release – causes C. neoformans cell lysis. 360,000 tested, 0.2% active. lysis activity, % at 15 µM. adenylate kinase release luminescence, 4 h; normalised: neutral wells 0, clomiphene wells 100;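 active = mean lysis activity across replicates of at least 80%, whatever share of replicates individually reach that level; inactive = mean lysis activity below 80%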
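Signal: Adenylate kinase release luminescence | Assay system: Log-phase Cryptococcus neoformans yeast cells | Input: Cells at 5 × 10^6 per mL | Buffer or medium: Fresh YPD growth medium | Compound: Single dose | Schedule: Static 4 h at 37 °C with compound, 1 h detection | Controls: Clomiphene | Read-out: Luminescence rise reflecting yeast cell lysis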
ERAP1 HTS inh – blocks human ERAP1 aminopeptidase activity; inhibition, % at 10.7 µM; AID 652197; 340,000 tested, 0.15% active; recombinant ERAP1, Leu-AMC fluorescence, 60 min; Q9NZ08;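 active = mean replicate inhibition of at least 30%, or all replicates individually reaching that 30% level; inactive = mean below 30% and not every replicate reaching it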;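 note: 0% = neutral control wells and 100% = L-leucinethiol positive control wells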
PGC1a acetyl inh – modulators of PGC1a acetylation; U2OS PGC1a acetylation, AlphaScreen anti-acetyl-lysine; with virally co-expressed GCN5 acetyltransferase; inhibition, % at 15.6 µM; 350,000 tested, 0.17% active;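 active = every replicate shows inhibition of at least 40%; inconclusive = mean inhibition at least 40% but some replicate below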;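 note: 0% = neutral control wells and 100% = positive control wells; some results beyond the cut were filed as inactive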
PglD inh – PglD (C. jejuni) enzyme inhibition; purified PglD enzyme, DTNB colorimetric CoA detection; inhibition, % at 12.5 µM; 360,000 tested, 0.098% active; AID 602405; in the data active = inhibition above about 16%, passing the limit was not always enough; inconclusive = no clear call, values can overlap the other calls; note: strong numbers were not always called active
RAD54 branch – blocks human RAD54 Holliday junction branch migration; Q92698; FAM/BHQ fluorescence; inhibition, % at 10.4 µM; 360,000 tested, 0.14% active; AID 602329;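 active = mean normalized replicate activity at least 40 and at least half of replicates scoring 40 or more; inconclusive = only one of the two criteria met; inactive = mean below 40 and under half of replicates reaching 40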;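 note: 0% = median of neutral control wells and 100% = median of positive control wells; inhibitors cause a drop in the FAM fluorescence signal; in these data hits start at about 50%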
E-sel inducer – E-selectin induction on HUVECs; HUVEC E-selectin immunofluorescence imaging; normalized: neutral wells 0, TNF-alpha wells 100; activation, % at 7.58 µM; 260,000 tested, 0.37% active; AID 686992;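 active = mean E-selectin-positive cell signal at least 10% of the positive control, reached in at least 60% of replicates, without over 20% cell loss; inconclusive = no rule given, readout overlaps actives, possibly toxicity-flagged; inactive = the rest, including those meeting only one limit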;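 note: in these data hits start at about 27%; measured in HUVEC primary endothelial cells; signal is the percent of cells scored E-selectin positive by PE staining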
Target sequence (P16581 whole entry, looked up): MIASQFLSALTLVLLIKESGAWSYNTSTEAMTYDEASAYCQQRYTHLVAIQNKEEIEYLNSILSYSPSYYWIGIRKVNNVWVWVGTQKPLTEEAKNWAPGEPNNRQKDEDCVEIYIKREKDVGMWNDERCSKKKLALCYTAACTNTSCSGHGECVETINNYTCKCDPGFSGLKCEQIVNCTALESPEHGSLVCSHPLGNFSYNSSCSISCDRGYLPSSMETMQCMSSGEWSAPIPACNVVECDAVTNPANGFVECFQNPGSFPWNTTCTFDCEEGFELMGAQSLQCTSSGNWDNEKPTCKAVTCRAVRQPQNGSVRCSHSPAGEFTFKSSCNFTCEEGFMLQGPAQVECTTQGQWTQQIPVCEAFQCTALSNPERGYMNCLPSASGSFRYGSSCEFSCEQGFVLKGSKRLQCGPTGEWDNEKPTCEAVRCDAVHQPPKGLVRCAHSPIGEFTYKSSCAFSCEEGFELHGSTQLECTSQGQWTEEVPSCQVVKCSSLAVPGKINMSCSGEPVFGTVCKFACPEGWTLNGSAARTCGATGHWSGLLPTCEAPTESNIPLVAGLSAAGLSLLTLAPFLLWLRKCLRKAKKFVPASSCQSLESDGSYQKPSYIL
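assay system = HUVEC, human umbilical vein endothelial cells | input = 3,000 HUVEC seeded per well | medium = EGM-2 growth medium on 0.1% gelatin-coated wells | dosing = one compound dose added by pin transfer | signal = immunofluorescence imaging | read-out basis = % PE-positive cells | control set = TNF-alpha, DMSO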
RAD52 inh – blocks human RAD52 DNA annealing | P43351 | recombinant RAD52 DNA annealing, FRET fluorescence | inhibition, % at 18.7 µM | 360,000 tested, 0.46% active | AID 651710;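 active = every replicate showing at least 50% inhibition; inconclusive = mean inhibition at least 50% but not in every replicate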
Target sequence (P43351 whole entry, looked up): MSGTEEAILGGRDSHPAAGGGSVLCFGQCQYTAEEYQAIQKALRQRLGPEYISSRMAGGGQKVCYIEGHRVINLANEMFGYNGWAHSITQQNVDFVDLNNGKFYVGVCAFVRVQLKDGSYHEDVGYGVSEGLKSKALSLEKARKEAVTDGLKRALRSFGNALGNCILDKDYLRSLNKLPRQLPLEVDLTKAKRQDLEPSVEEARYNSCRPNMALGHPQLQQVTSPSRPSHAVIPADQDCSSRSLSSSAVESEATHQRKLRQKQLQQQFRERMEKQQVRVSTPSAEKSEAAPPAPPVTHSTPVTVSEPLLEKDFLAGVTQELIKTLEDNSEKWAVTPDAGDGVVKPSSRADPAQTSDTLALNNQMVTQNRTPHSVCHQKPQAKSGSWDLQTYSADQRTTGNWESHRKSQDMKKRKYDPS
miR-122 sensor – inhibitors of miR-122 in Huh7 cells; Huh7 miR-122 Renilla luciferase sensor, 48 h; neutral wells = 0, positive control = 100; activation (reporter increase), % at 12.5 µM; 340,000 tested, 0.3% active; AID 602342;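 active = mean replicate activation score at least 90 and every replicate individually at or above 90; inconclusive = only one of the two criteria met; inactive = neither criterion met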;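 note: higher luciferase means less miR-122 activity so hits act as miR-122 inhibitors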
Starred values were filed as active, the others as inactive; ? = inconclusive; . = not tested or not shown; [ ] = remark or other dose.

Results follow in this order: Cneo AK release	ERAP1 HTS inh	PGC1a acetyl inh	PglD inh	RAD54 branch	E-sel inducer	RAD52 inh	miR-122 sensor
CC(NC(=O)c1ccc(OC2CCN(Cc3ccccn3)CC2)cc1)c1ccccc1 (configuration not stated)
 : 0	-3	5	-12	-7	0.4	-38	.
COCCCNc1nc2ccccc2nc1NS(=O)(=O)c1ccc(Cl)cc1
 : 2	4	1	-6	7	.	-1	-1
O=C(C[C@@H]1C[C@H]2c3cc(NC(=O)NC4CCCC4)ccc3O[C@H]2[C@H](CO)O1)NCC(F)(F)F
 : -4	-1	-2	-2	-6	0.0	-27	12[16.7 µM]
NNC(=O)c1cccc(S(=O)(=O)Nc2cc(Cl)ccc2Cl)c1
 : .	.	13	.	.	-1.7	-18	1
COCCN(C(=O)CNC(=O)c1ccco1)C(C(=O)NC1CCCCC1)c1cccnc1 (configuration not stated)
 : -2	3	.	1	7	0.3	-1	.
Cc1cc2nc(/C(C#N)=C/c3ccncc3)[nH]c2cc1C
 : -1	-2	-39	3	-5	1.4	-1	43
CCCNC(=O)C1(C)CCCN(C(=O)c2oc3ccccc3c2C)C1 (configuration not stated)
 : 0	1	12	1	14	.	-7	.
O=C(COC(=O)c1cccc(Br)c1)NC1CCCCCCC1
 : -2	2	0	-4	-7	1.8	-9	-8
S=C1NCCNC(=S)NCCOCCN1
 : .	1	6	.	.	.	-3	-3
CCC1CCCCN1C(=O)N[C@@H](Cc1ccccc1)C(=O)O (some centres not stated)
 : -2	.	4	5	2	.	.	-5
Cc1cc(-c2nnc(CCC(=O)N3CCN(Cc4cccc(F)c4)CC3)o2)c(C)o1
 : -2	-2	-6	1	6	.	-25	-3
CN1CC[C@@H]2C(=O)N3CCc4ccc(Br)cc4[C@@H]3C[C@@H]21
 : -1	-8	-2	-1	7	0.5	-44	-3
CCCCn1c(N)c(N(CC)C(=O)c2ccccc2C)c(=O)[nH]c1=O
 : 1	2	-18	0	-7	-0.1	-10	-11
COc1ccc(CCNCC(O)COc2cccc(Br)c2)cc1OC (configuration not stated)
 : 17	-1	3	-2	-4	2.8	-8	3
CC1(C(=O)Nc2cccc3ncccc23)CCN1C(=O)Cc1ccc(-c2ccccc2)cc1 (configuration not stated)
 : 1	1	-16	0	-5	-1.8	-9	-5
COc1ccc(N(CC(=O)NCCc2ccccc2)C(=O)CCC(=O)Nc2ccccn2)cc1
 : 1	-3	.	-2	4	?	-8	0
COC(=O)c1ccccc1NC(=O)CSc1nccc(C)n1
 : 2	1	-1	2	-2	.	-5	2
CC(=O)c1c(C)[nH]c(C(=O)COc2cc(C)ccc2C(C)C)c1C
 : -5	.	-4	-8	-4	.	.	80
CC(Sc1nn(-c2ccc(Cl)cc2)c(=S)s1)C(=O)NCC1CCCO1 (configuration not stated)
 : 4	2	.	-1	4	-2.2	-11	.
O=C(Nc1ccc(Br)cn1)C1CCCN1S(=O)(=O)c1ccccc1 (configuration not stated)
 : 5	.	-13	3	-8	.	.	15
COc1ccc(C(=O)C(C)C(C)=O)c(OCc2ccccc2)c1OC (configuration not stated)
 : -1	2	-3	4	-7	-0.2	-4	.
Cc1ccc2sc(C)cc(=O)c2c1
 : 14	-2	2	2	-2	-0.2	-10	.
C[C@H]1CN([C@@H](C)CO)C(=O)c2ccccc2-c2ccccc2CO[C@H]1CN(C)C(=O)Nc1ccc(-c2ccccc2)cc1
 : .	2	-12	.	.	0.0	-18	.
CCOC(=O)C1CCCN(C(=O)c2ccc(OC(C)=O)cc2)C1 (configuration not stated)
 : -1	.	2	-1	-1	.	.	-2
C=CCOc1ccccc1CN1CCC(n2nccc2NC(=O)C2CCOC2)CC1 (configuration not stated)
 : -2	2	.	1	-6	-0.2	2	1
Cc1ccc(NC(=S)c2ccc3ccccc3n2)c(C)c1
 : 1	0	-3	-8	7	.	-13	-2
CC(=O)Nc1ccc(OCCOc2ccccc2C(C)=O)cc1
 : -5	-1	-7	6	-3	.	-15	-1
O=C(COC(=O)c1ccc([N+](=O)[O-])o1)NC12CC3CC(CC(C3)C1)C2
 : 2	-5	5	-4	0	0.9	-10	-15
Cc1ccc(OCCn2c(=S)[nH]c3ccccc32)c(C(C)C)c1
 : 97*	-1	-8	0	-3	.	-7	32
CC1=C(C(=O)OC(C)C)C(c2cccc(F)c2)N2C(=O)C(C)SC2=N1 (configuration not stated)
 : -1	.	-2	3	0	.	.	-1

Continued, starting with the last six of the part before.
Results follow in this order: Cneo AK release	ERAP1 HTS inh	PGC1a acetyl inh	PglD inh	RAD54 branch	E-sel inducer	RAD52 inh	miR-122 sensor
C=CCOc1ccccc1CN1CCC(n2nccc2NC(=O)C2CCOC2)CC1 (configuration not stated)
 : -2	2	.	1	-6	-0.2	2	1
Cc1ccc(NC(=S)c2ccc3ccccc3n2)c(C)c1
 : 1	0	-3	-8	7	.	-13	-2
CC(=O)Nc1ccc(OCCOc2ccccc2C(C)=O)cc1
 : -5	-1	-7	6	-3	.	-15	-1
O=C(COC(=O)c1ccc([N+](=O)[O-])o1)NC12CC3CC(CC(C3)C1)C2
 : 2	-5	5	-4	0	0.9	-10	-15
Cc1ccc(OCCn2c(=S)[nH]c3ccccc32)c(C(C)C)c1
 : 97*	-1	-8	0	-3	.	-7	32
CC1=C(C(=O)OC(C)C)C(c2cccc(F)c2)N2C(=O)C(C)SC2=N1 (configuration not stated)
 : -1	.	-2	3	0	.	.	-1
CC(=O)c1ccc(N2CCN(C(=O)CCS(=O)(=O)c3ccc4c(c3)CCN4C(C)=O)CC2)cc1
 : 4	2	5	2	-6	.	4	.
O=C(N/N=C/c1ccco1)c1cc(-c2ccc3ccccc3c2)n[nH]1
 : -2	.	-10	3	6	.	.	4
COc1ccc(-n2cnnc2SCc2cnc(-c3ccccc3)s2)cc1
 : 0	.	-5	-2	-4	.	.	2
Cn1c(=O)[nH]c(=O)c2c1nc(N/N=C/c1cccnc1)n2Cc1ccc(Cl)cc1
 : 0	3	23	-7	-3	-0.3	-17	3
COc1ccc(Cl)cc1C(=O)Nc1ccc(NC(=O)C(C)C)cc1
 : -1	-2	-3	-1	8	-1.7	4	11
CN(C)S(=O)(=O)c1cccc(COC(=O)c2cccnc2Cl)c1
 : 2	2	.	4	4	1.0	4	.
CCCN1CCN(C(=O)c2noc3c2COc2ccc(C)cc2-3)CC1
 : 2	13	8	-1	5	.	7	4
COc1ccc(S(=O)(=O)N2CCC(Nc3ccccc3Cl)CC2)cc1
 : -1	-4	-4	7	14	-0.3	0	3
Cc1noc(C)c1NC(=O)Nc1ccc2c(c1)C(=O)N([C@H](C)CO)C[C@@H](C)[C@H](CN(C)C)O2
 : -4	1	5	-1	-21	.	8	-4[16.7 µM]
Cc1ccc(S(=O)(=O)Nc2ccc3c(c2)C(=O)N([C@H](C)CO)C[C@@H](C)[C@@H](CN(C)S(=O)(=O)c2ccc(C)cc2)OCCCC[C@H](C)O3)cc1
 : 64	-4	-1	7	5	0.6	0	19[16.7 µM]
C[C@H](CO)N1C[C@H](C)[C@@H](CN(C)Cc2ccc3c(c2)OCO3)Oc2ccc(NC(=O)Cc3ccccc3)cc2C1=O
 : -4	-1	-2	0	5	-7.2	-5	-3[16.7 µM]
Cc1noc(C)c1S(=O)(=O)N(C)C[C@H]1OCCCC[C@@H](C)Oc2ccc(NS(=O)(=O)c3ccc(F)cc3)cc2C(=O)N([C@H](C)CO)C[C@@H]1C
 : -24	.	5	1	-7	.	.	0[16.7 µM]
Cc1ccc(S(=O)(=O)N(C)C)cc1NC(=O)c1cc(=O)[nH]c2ccccc12
 : 2	2	-4	5	-3	0.0	-15	0
CCOc1cccc(C=NCCc2ccc(OC)c(OC)c2)c1O
 : 4	.	5	-1	0	24	-35	-1
O=C(C[C@H]1CC[C@@H]2[C@H](COC[C@H](O)CN2CCC(F)(F)F)O1)NCc1ccc2c(c1)OCO2
 : -1	-4	-6	-3	-3	0.0	9	-3[16.7 µM]
Nc1nc(N)nc(-c2cccc(Cl)c2)n1
 : 0	.	4	-2	-17	-0.1	-41	2
COC(=O)C1=CN(C)C=C(C(=O)OC)C1c1ccc(O)c(OC)c1
 : -2	6	0	1	-4	.	8	2
Cc1noc(C)c1S(=O)(=O)Nc1ccc2c(c1)C(=O)N([C@@H](C)CO)C[C@@H](C)[C@H](CN(C)C(=O)Nc1ccc(F)cc1)OCCCC[C@@H](C)O2
 : 4	2	-3	-5	-2	0.6	-27	-6[16.7 µM]
O=C(NNC(=S)Nc1ccc(Br)cc1Cl)c1ccncc1
 : -2	2	-2	5	-2	-2.3	0	-6
O=C(O)c1ccc(NS(=O)(=O)c2ccc(C(=O)Nc3ccccc3)cc2)cc1
 : -1	-1	1	0	2	-0.2	-19	-1

The last four entries of the part above come first, to join the parts.
Results follow in this order: Cneo AK release	ERAP1 HTS inh	PGC1a acetyl inh	PglD inh	RAD54 branch	E-sel inducer	RAD52 inh	miR-122 sensor
COC(=O)C1=CN(C)C=C(C(=O)OC)C1c1ccc(O)c(OC)c1
 : -2	6	0	1	-4	.	8	2
Cc1noc(C)c1S(=O)(=O)Nc1ccc2c(c1)C(=O)N([C@@H](C)CO)C[C@@H](C)[C@H](CN(C)C(=O)Nc1ccc(F)cc1)OCCCC[C@@H](C)O2
 : 4	2	-3	-5	-2	0.6	-27	-6[16.7 µM]
O=C(NNC(=S)Nc1ccc(Br)cc1Cl)c1ccncc1
 : -2	2	-2	5	-2	-2.3	0	-6
O=C(O)c1ccc(NS(=O)(=O)c2ccc(C(=O)Nc3ccccc3)cc2)cc1
 : -1	-1	1	0	2	-0.2	-19	-1
CCOc1ccc(OCCC(=O)NNC(=O)c2ccncc2)cc1
 : -6	0	4	1	7	6.7	2	2
O=C(COc1ccc2c(c1)oc(=O)c1ccccc12)NC(Cc1ccc(Cl)cc1)C(=O)O (configuration not stated)
 : 1	5	5	5	-5	.	-17	-4
CC1=CC(=C(C#N)C#N)C=C(C)N1Cc1ccc(Cl)cc1
 : .	5	-8	.	.	.	-6	-1
COc1ccc2c(c1)OC[C@H]1[C@H]2N2C(=O)c3cc(OC)ccc3NC(=O)[C@@]2(C)[C@H]1c1ccccc1
 : -7	2	-20	-2	3	-0.2	-15	-2
C[C@H](CO)N1C[C@H](C)[C@H](CN(C)C(=O)C2CCCCC2)Oc2cc(-c3ccc(C(=O)N(C)C)cc3)ccc2S1(=O)=O
 : -2	-1	7	-2	-7	2.2	-3	8[16.7 µM]
C/C(=N\Nc1ccccn1)c1ccc(N2CCOCC2)cc1
 : .	4	-1	.	.	1.6	-3	.
COc1ccc(NC(=O)COC(=O)c2cc(C)oc2C)c([N+](=O)[O-])c1
 : 0	0	7	-3	-2	.	-16	-5
CCOc1c(Cl)cc(Cl)cc1CNCCNCCO
 : 0	.	.	-4	8	.	.	0
